CSM14.1 death rescue = rescue of cells from ER stress-induced death, primary screen, 384-well, CSM14.1, thapsigargin, ATP luminescence (AID 1222); CSM14.1 thapsigargin-induced death rescue, ATP luminescence; higher % means a stronger effect; cellular ATP content (survival), % at 20 µM, or EC50 in µM where a hit was titrated; 190,000 tested, under 10 active;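 active = EC50 below 50 µM in the dose-response confirmation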;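 also: death triggered by thapsigargin at about 15 µM added after 2 h compound pretreatment; cell ATP read after overnight thapsigargin exposure of roughly 18 to 22 hours; normalized against plate controls of thapsigargin alone and 5% DMSO vehicle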
M1AAP inhibition = P. falciparum M1AAP inhibitors, biochemical, fluorogenic H-Leu-NHMec substrate, 1536-well (AID 1445); inhibition, % at 30 µM, or IC50 in µM where a hit was titrated; recombinant M1AAP, H-Leu-NHMec fluorogenic kinetic assay; higher % means a stronger effect; Aminopeptidase N (Plasmodium falciparum (isolate 3D7)); actives 0.42% (n = 220,000);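 active = primary inhibition above the hit cutoff, then over 50% inhibition at one or more dose response concentrations, cut at about 23% in these data, passing the limit was not always enough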;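 also: plate controls were DMSO full reaction for no effect and no enzyme background for full effect; strong numbers were not always called active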
LYP inhibition = inhibitors of LYP phosphatase, biochemical, fluorescence intensity, uHTS (AID 1779); Tyrosine-protein phosphatase non-receptor type 22 (Homo sapiens); recombinant LYP phosphatase, fluorescence intensity; higher % means a stronger effect; one-dose inhibition, % at 11.5 µM; IC50 in µM for titrated hits; actives 0.054% (n = 290,000);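 also: plate controls were vehicle with enzyme for no effect and no enzyme for full effect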
AID2073 = inhibitors of Mint1-CaV2.2 protein interaction, biochemical, HTRF (AID 2073); Voltage-dependent N-type calcium channel subunit alpha-1B (Homo sapiens); actives 0.19% (n = 290,000); inhibition, % at 20 µM, or IC50 in µM where a hit was titrated; HTRF protein-protein interaction, Mint1-CaV2.2; higher % means a stronger effect; in the data active = inhibition mostly above about 51%, no sharp cut-off; also: some results filed as inactive read as strong as hits
Hep lipid drop = inhibitors of hepatocyte lipid droplet formation, primary screen, imaging, high-throughput imaging, BODIPY stain. AML12 mouse hepatocytes, oleate lipid droplets. actives 0.4% (n = 240,000). inhibition, % at 6.5 µM;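 active = lipid droplet intensity inhibited by at least 50%, with more than 500 cells counted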
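Material: mouse AML12 hepatocyte cell line, fixed after treatment; Timing: compound with oleate, overnight; Technique: high-content imaging of BODIPY-stained droplets and DAPI nuclei; Probe or stimulus: oleate, 100 µM final; Dosing: compound at 6.5 µM only.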
NOD2 inhibition = NOD2 signaling inhibitors, cell-based, luminescence, uHTS, HEK293 (AID 1566); actives 0.63% (n = 290,000); inhibition, % at 4 µM; hits with a dose series show EC50 in µM; HEK293 NOD2/NF-kB luciferase reporter, luminescence; higher % means a stronger effect; also: many of its hits are not listed in these tables
M17LAP inhibition = P. falciparum M17LAP inhibitors, primary screen, biochemical, fluorogenic H-Leu-NHMec substrate, 1536-well (AID 1619); actives 0.38% (n = 220,000); Leucine aminopeptidase (Plasmodium falciparum (isolate 3D7)); recombinant M17LAP, H-Leu-NHMec fluorogenic kinetic assay; higher % means a stronger effect; inhibition, % at 30 µM, or IC50 in µM where a hit was titrated;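 active = compound inhibiting the enzyme by more than half at any dose during confirmatory dose-response retesting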;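 also: plate controls were full reaction with DMSO carrier for no effect and no enzyme background for full effect; strong numbers were not always called active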
XIAP displacement = XIAP antagonists, biochemical, IAP family, fluorescence polarization (AID 1018); E3 ubiquitin-protein ligase XIAP (Homo sapiens); one-dose displacement, % at 20 µM; IC50 in µM for titrated hits; XIAP BIR domain, fluorescence polarization peptide displacement; higher % means a stronger effect; actives 0.007% (n = 200,000); in the data active = displacement above about 50%; also: a part of the inactive calls stands beside numbers as strong as those of hits
Siah-1 displacement = Siah-1 peptide-binding antagonists, primary screen, biochemical, fluorescence polarization, rhodamine-plectin, uHTS (AID 1817). actives 0.02% (n = 290,000). Siah-1 / rhodamine-plectin peptide fluorescence polarization; higher % means a stronger effect. E3 ubiquitin-protein ligase SIAH1 (Homo sapiens). displacement, % at 20 µM, or IC50 in µM where a hit was titrated;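 active = displacement of at least 50% at 20 µM, with a fluorescence ratio check between 0.3 and a set limit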;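 also: plate controls were Siah plus tracer with DMSO for no effect and tracer alone without Siah for full effect; strong numbers were not always called active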
Hep lipid drop cells 6.5 µM = second read-out of Hep lipid drop, no call of its own (marks repeat the call); cell count; measured here: cell count, cytotoxicity flag;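 cells counted across two imaged fields per well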
The depositor's hits bear a star; . = not tested or not shown. Rule as the data show it, unless noted: active = inhibition above about 50%; inactive = the rest. A portion of the library; rates above refer to the full screens.

Structure	CSM14.1 death rescue	M1AAP inhibition	LYP inhibition	AID2073	Hep lipid drop	Hep lipid drop cells 6.5 µM	NOD2 inhibition	M17LAP inhibition	XIAP displacement	Siah-1 displacement
CCC1Oc2ccccc2N(CC(=O)N2CCOCC2)C1=O (stereo not drawn)	.	.	-10.4%	-3.7%	15.7	772	1.5%	.	.	-4.9%
O=C1c2ccccc2C(=O)N1CCCCN(C(=O)c1cc([N+](=O)[O-])cc([N+](=O)[O-])c1)c1ccc(Cl)cc1	-0.8%	-0.1%	5.3%	7.4%	-4.6	672	17.5%	9.4%	-4.8%	1.4%
O=C(C1CC1)N1CCCC(c2ccc(Cl)cc2)=N1	.	2.9%	6.7%	32.2%	17.4	694	6.0%	-0.5%	-4.1%	4.8%
CCCC(=O)Nc1ccc2oc(=O)ccc2c1	-2.6%	22.4%	-5.7%	19.3%	7.1	737	-5.3%	6.5%	-4.9%	-2.1%
Cn1c(SCC(=O)N2CCOCC2)nnc1-c1cccc(NC(=O)c2ccccc2)c1	2.2%	16.6%	0.9%	-12.3%	.	.	-9.2%	-3.5%	-6.1%	3.4%
CCOC(=O)CC1C(=O)NCCN1S(=O)(=O)c1ccc(Cl)c(Cl)c1 (stereo not drawn)	1.0%	5.1%	-2.3%	17.4%	.	.	3.6%	-11.0%	1.5%	-2.3%
O=[N+]([O-])c1ccccc1COc1ccc(Cl)c2cccnc12	.	.	-6.3%	21.1%	-17.5	797	-195.7%	.	.	10.0%
CC(NC(=S)Nc1ccc(Cl)cc1)C(c1ccccc1)N1CCOCC1 (stereo not drawn)	8.3%	1.8%	0.6%	-13.2%	-46.9	502	-6.5%	0.1%	-0.6%	1.3%
COc1ccc(CNC(=O)COC(=O)c2ccccn2)cc1	0.2%	2.2%	-4.4%	7.3%	14.4	712	-1.9%	0.8%	-3.1%	-2.2%
CCOC(=O)c1csc(-c2ccc([N+](=O)[O-])cc2)n1	-2.0%	2.6%	-2.8%	-9.2%	-4.3	709	3.7%	4.1%	-10.8%	-4.0%
COCCn1nnnc1C(C(C)C)N1CCC(Cc2ccccc2)CC1 (stereo not drawn)	0.8%	-6.7%	-8.4%	-3.1%	.	.	5.8%	0.8%	-2.2%	5.6%
O=C(Nc1c(-c2ccccc2)nc2ccccn12)c1cccs1	0.1%	2.6%	-6.7%	0.7%	27.6	641	21.7%	10.6%	-6.1%	3.8%
CCOC(=O)Cn1c(=NC(=O)C(C)(C)C)sc2cc([N+](=O)[O-])ccc21	-0.2%	-1.0%	2.6%	-1.6%	-5.8	494	-15.1%	-1.5%	0.2%	1.2%
CC(=O)c1c(C(C)=O)c(C)n(C(c2ccccc2)c2ccccc2)c1C	-1.6%	-3.2%	8.6%	-5.2%	13.9	599	6.2%	-23.4%	0.1%	2.6%
Cc1nnc(Sc2c(N)n(C)c(=O)n(C)c2=O)s1	-2.0%	4.1%	-6.7%	14.1%	-5.0	760	2.8%	4.9%	-2.8%	-4.3%
O=C(CSc1ncccc1C(=O)O)NCCC1=CCCCC1	-0.2%	-0.1%	3.3%	22.0%	.	.	-18.4%	29.2µM*	-5.0%	3.6%
CN(C)CCN=Cc1c(O)n(Cc2ccccc2)c(=O)c2ccccc12	2.4%	4.5%	-3.6%	0.0%	0.6	697	7.3%	-5.8%	-5.7%	1.7%
O=C(c1ccc(N2CCCCS2(=O)=O)cc1)N1CCN(c2ccc(N3CCOCC3)nn2)CC1	.	7.7%	-1.9%	15.7%	3.9	612	10.7%	-79.0%	-2.6%	-2.6%
CCOC(=O)C1(CC2CCCCO2)CCN(C(=O)Nc2ccc(C(=O)OC)cc2)CC1 (stereo not drawn)	0.4%	2.7%	2.7%	36.3%	-25.4	678	0.6%	22.4%	-10.1%	0.7%
O=C(NCCCN1CCCCC1)C1CCN(c2ncnc3c2nc2n3CCCCC2)CC1	.	.	-12.8%	0.2%	-7.3	775	8.7%	.	.	-2.7%

Overlap with the part before: two entries; new compounds follow.
Structure	CSM14.1 death rescue	M1AAP inhibition	LYP inhibition	AID2073	Hep lipid drop	Hep lipid drop cells 6.5 µM	NOD2 inhibition	M17LAP inhibition	XIAP displacement	Siah-1 displacement
CCOC(=O)C1(CC2CCCCO2)CCN(C(=O)Nc2ccc(C(=O)OC)cc2)CC1 (stereo not drawn)	0.4%	2.7%	2.7%	36.3%	-25.4	678	0.6%	22.4%	-10.1%	0.7%
O=C(NCCCN1CCCCC1)C1CCN(c2ncnc3c2nc2n3CCCCC2)CC1	.	.	-12.8%	0.2%	-7.3	775	8.7%	.	.	-2.7%
O=C(c1cnc2ccccc2n1)N1CCN(c2ccc(C(F)(F)F)cn2)CC1	.	8.6%	-2.9%	-2.5%	-25.4	733	15.4%	1.8%	.	9.4%
COc1ccccc1C1C([N+](=O)[O-])=CC([N+](=O)[O-])=CN1C (stereo not drawn)	0.4%	5.9%	-5.4%	1.1%	-11.1	665	5.4%	21.8%	-5.3%	-2.3%
CCCn1c(N)c(N(C)C)c(=O)n(CC(=O)Nc2ccc(OC(F)(F)F)cc2)c1=O	2.7%	11.8%	-12.8%	-0.8%	5.1	797	4.3%	25.1%	-0.9%	-0.1%
O=[N+]([O-])c1ccc(C2Nc3cccc4cccc(c34)N2)cc1	-2.1%	-3.2%	4.9%	69.7%	-4.3	506	-8.1%	4.5%	-5.9%	87.9%
COc1ccc(Nc2ncc(C(=O)O)c3ccccc23)cc1	1.1%	14.2%	-3.9%	-2.5%	4.6	727	2.4%	29.8%	-3.7%	0.0%
O=C(CCN1C(=O)C2C3C=CC(C3)C2C1=O)N1CCN(c2ccc(F)cc2)CC1 (stereo not drawn)	-2.4%	9.5%	-0.1%	13.3%	-0.1	721	-2.5%	-9.5%	2.5%	1.3%
Cc1cc(OCC(=O)Nc2ccccn2)c2c(C)cc(=O)oc2c1	.	.	-14.0%	23.2%	0.4	693	-2.1%	.	.	2.7%
O=C(COc1ccc2c3c(c(=O)oc2c1)CCC3)NCc1cccnc1	.	.	-5.8%	5.5%	-4.9	685	9.1%	.	.	4.0%
COc1ccc(NCCC#N)cc1	-0.4%	-3.3%	-4.2%	-38.3%	10.6	734	1.2%	-5.1%	-4.4%	-2.5%
O=C(NC1CCCC1)C1CC(c2ccc(F)cc2)=NO1 (stereo not drawn)	-1.3%	-1.5%	-17.6%	9.9%	.	.	12.2%	-2.8%	-2.5%	-7.2%
CC(C)(C)c1ccc(C(=O)NNC(=S)NCC2CCCO2)cc1 (stereo not drawn)	-0.6%	6.3%	-5.5%	-21.1%	2.7	613	10.3%	0.3%	-7.1%	2.7%
CCC(CC)C(=O)Nc1cc(C(=O)NCCc2ccccc2)ccc1Cl	2.4%	11.8%	-3.2%	-5.7%	.	.	-4.8%	5.2%	-1.6%	0.1%
Cc1cc(C)c(S(=O)(=O)Nc2nnc(C3CCCCC3)s2)c(C)c1	.	.	-3.0%	-0.5%	-0.6	849	-11.4%	.	.	-3.9%
COc1ccccc1C(=O)N(CCC1CCCN1C)c1nc2ccccc2s1 (stereo not drawn)	-1.7%	7.7%	-4.0%	-18.2%	-1.0	697	29.6%	6.0%	-10.6%	2.7%
COc1ccc(NC(=O)NNC(=O)c2cc3ccccc3cc2O)cc1	.	.	-4.4%	17.0%	-8.5	797	-2.8%	.	.	5.0%
CCOC(=O)CC(=O)CSc1nc(-c2ccccc2)cc(-c2ccccc2)c1C#N	2.7%	1.6%	2.2%	32.7%	2.6	464	-0.6%	-2.4%	-12.8%	0.9%
Cc1ccc(-c2nc(SCC(=O)Nc3cc(C)on3)c3c(=O)n(C)c(=O)n(C)c3n2)cc1	.	.	-4.3%	28.1%	-1.8	782	-8.0%	.	.	0.6%
COc1cc(Cl)c(C)cc1NC(=O)CN1CCCCCC1	.	.	2.3%	12.5%	-12.6	735	47.5%	.	.	0.1%
Cc1ccccc1CSc1nc2[nH]ncc2c(=O)[nH]1	0.2%	65.2µM*	-11.2%	25.4%	16.0	724	-8.7%	16.7%	-0.5%	4.6%
CN(C)c1ccc(N=Nc2ccccc2C(=O)OCC(=O)NC2CCCC2)cc1	6.8%	11.7%	5.0%	7.2%	-15.0	650	-25.5%	7.2%	-2.5%	2.7%
CCCS(=O)(=O)N1CCCC(C(=O)N2CCN(C(=O)OCC)CC2)C1 (stereo not drawn)	2.1%	-3.6%	-0.1%	3.6%	.	.	17.9%	-8.9%	-2.8%	-0.6%
CCOc1ccc(-c2nnc(NC(=O)CCCOc3cccc(C)c3)o2)cc1	-1.9%	0.6%	-7.5%	0.8%	.	.	9.7%	-6.0%	-10.3%	-4.5%
Cc1cc(/C=C2\NC(=S)N(C)C2=O)ccc1N1CCCC1	-0.2%	6.1%	4.8%	-12.0%	-4.7	714	-96.0%	2.9%	-4.5%	-1.3%
CC1CC(=O)c2cn3c(nc2C1)nc1ccccc13 (stereo not drawn)	0.4%	1.5%	-0.8%	8.2%	7.9	768	5.7%	11.6%	-7.9%	6.8%
CN1CCN(C(=S)c2cn(Cc3cccc(F)c3)c3ccccc23)CC1	-1.1%	4.6%	4.1%	13.2%	-18.1	692	6.6%	24.4%	2.4%	3.5%
O=S(=O)(NCCO)c1ccc2c(c1)Cc1cc(S(=O)(=O)NCCO)ccc1-2	.	.	-4.3%	11.4%	.	.	-14.3%	.	.	-1.2%
COc1cc2nc(C3CCC3)n(NC(=O)C(OC(C)=O)c3ccccc3)c(=O)c2cc1OC (stereo not drawn)	0.9%	4.0%	-0.4%	9.0%	.	.	24.7%	-0.9%	-8.3%	-4.4%
CCCC(=O)Nc1cc(-c2nn(C)c(=O)c3ccccc23)ccc1OC	-0.5%	11.4%	-3.8%	-0.9%	.	.	-8.6%	5.7%	-5.5%	0.0%
O=C(c1ncc[nH]1)c1ccco1	0.1%	-0.2%	-0.8%	24.6%	.	.	-19.4%	21.2%	-3.5%	-0.9%
Clc1ccc(CCNc2ncnc3c2nnn3Cc2ccccc2)cc1	.	.	-7.5%	1.4%	-9.9	767	7.5%	.	.	1.1%
COCc1cc(=O)[nH]c(SCC(=O)c2ccccc2)n1	.	-5.3%	-1.9%	3.2%	-20.0	672	-3.1%	2.7%	.	-1.8%
